# Assay outcomes (PubChem)
# KCNH2 3.1 block = inhibitors of human KCNH2 3.1 potassium channel isoform | U2OS KCNH2 3.1, thallium flux FluxOr; stronger effect = lower value | activity change, % (tested at about 1.8 µM) | 0.95% of 340,000 active;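 active = maximum activity change below -70%; inconclusive = maximum activity change from -70% to -50%; inactive = maximum activity change above -50%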;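 note: thallium influx rate constant from kinetic fluorescence after stimulation buffer; % is set by controls: 0 for no effect and ±100 for the full control effect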
#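 Channel expression came from 3.1 mutant virus (1.77 x 10^8 /mL) applied to suspended U2OS cells for 4 h. Flux was tracked with FluxOr dye plus Red40 quencher, and kinetic rate constants normalized to controls.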
# GALK inh = galactokinase (human) inhibition; AID 1868; 0.007% of 270,000 active; Potency, µM (top dose mostly 57.5 µM), for the others: at the highest dose activity change, negative = inhibition, actives largely listed as inhibitors; Purified GALK, Kinase-Glo residual ATP luminescence; note: potency is the fitted concentration of half-maximal effect; % is set by controls: 0 for no effect and ±100 for the full control effect
# Target sequence (P51570 whole entry, looked up): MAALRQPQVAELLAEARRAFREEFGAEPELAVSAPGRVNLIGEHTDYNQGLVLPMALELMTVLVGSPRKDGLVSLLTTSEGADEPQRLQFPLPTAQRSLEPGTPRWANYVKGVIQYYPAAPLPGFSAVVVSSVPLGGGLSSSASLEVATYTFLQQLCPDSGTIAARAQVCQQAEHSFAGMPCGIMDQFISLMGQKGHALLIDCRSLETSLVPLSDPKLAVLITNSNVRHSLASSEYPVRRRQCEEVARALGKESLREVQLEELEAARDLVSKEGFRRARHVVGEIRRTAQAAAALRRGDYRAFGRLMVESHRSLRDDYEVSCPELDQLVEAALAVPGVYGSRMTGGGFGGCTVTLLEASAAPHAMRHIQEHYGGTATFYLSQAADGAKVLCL
#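 GALK at 5 nM final was combined with compound, 35 uM ATP and 100 uM galactose in HEPES pH8.0 with MgCl2 and DTT. The reaction ran one hour at room temperature before luminescent ATP detection.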
# FBPA coupling cs = coupling enzyme interference in Giardia aldolase counter-screen; activity change, negative = inhibition, % at 58.2 µM, hits read low; 0.67% of 290,000 active; coupling enzyme system counterscreen, AmpLite Red fluorescence; in the data active = activity change below about -30%; note: % is set by controls: 0 for no effect and ±100 for the full control effect
#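 Counterscreen of the coupled detection system alone, without aldolase: glyceraldehyde-3-phosphate coupling enzymes plus AmpLite Red readout. Compounds at 57.5 uM final, 10 min RT preincubation, 20 min RT reaction, fluorescence 525/598 nm.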
# TRPV1 agonist = activates the human vanilloid receptor TRPV1; 0.19% of 320,000 active; activation, % at 8.33 µM; AID 540275; TRPV1-expressing cells, Fluo-8 calcium influx, agonist mode; Q8NER1; in the data active = activation above about 80%; inconclusive = between about 30% and that limit; note: 0% is about no effect
#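 Fluo-8 calcium influx in TRPV1-expressing cells, kinetic read (ex 480/em 520 nm). Compound added and read 3 min for agonist activity, followed by capsaicin at EC20 final and 2 min further read for enhancement.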
# MBNL1 CUG block = MBNL1-poly(CUG) RNA binding inhibition. Q9NR56. TR-FRET MBNL1-His/biotin-(CUG)12 binding, 665/545 ratio. Potency, µM (highest dose often 57.5 µM), for inactives: at the top dose activity change, negative = inhibition, usual class: inhibitors. 0.036% of 280,000 active. AID 2675; active = well fitted inhibition curve with a large enough effect in the signal ratio, with a control signal flat, not every such curve was filed as active; inconclusive = small, poorly fitted or top-dose-only effect, or effect the other way, or a change in a side signal; inactive = no such curve, though single readings can be large or run the other way; the % refers to the signal ratio; note: potency is the fitted concentration of half-maximal effect; % is set by controls: 0 for no effect and ±100 for the full control effect
#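 His-tagged MBNL1 binding to biotinylated (CUG)12 RNA was measured by TR-FRET using terbium anti-His antibody (0.055 ng/ul final) and streptavidin-XL665 (5 nM final). Compounds were titrated 92 nM to 58 uM; 60 min at room temperature.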
# MLL CXXC-DNA inh = inhibitors of human MLL CXXC domain-DNA interaction | AID 2662 | Potency, µM (top dose mostly 115 µM), for the others: at the top dose activity change, negative = inhibition, usual class: inhibitors | 0.037% of 290,000 active | MLL-CXXC / FITC-HOXA9 DNA fluorescence polarization | Q03164; active = well fitted inhibition curve with a large enough effect in the polarisation, with a control signal flat, not every such curve was filed as active; inconclusive = small, poorly fitted or top-dose-only effect, or effect the other way, or a change in a side signal; inactive = no such curve, though single readings can be large or run the other way; the % refers to the polarisation; note: potency is the fitted concentration of half-maximal effect
#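 Fluorescence polarization: 7 uM MLL-CXXC (stock) preincubated 5 min with compounds, then 50 nM fluorescein-HOX-A9 DNA (stock) added; 30 min ambient. Buffer 50 mM Tris-HCl pH 7.5, 50 mM NaCl, 1 mM DTT, 0.05% BSA.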
# A-T KAP1 phos = potential ataxia-telangiectasia treatment | […] A-T fibroblasts, KAP-1 phosphorylation AlphaLISA; neocarzinostatin DNA damage 30 min before lysis | Potency, µM (doses to about 57.5 µM), inactives show at the highest dose activation, usual class: activators | 0.19% of 320,000 active | AID 485349; note: potency is the fitted concentration of half-maximal effect; % of control where 0% means no effect; nearly all actives have a fitted effect of over 45% in size
#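 ATM-like activity read as KAP-1 phosphorylation via AlphaLISA donor/acceptor antibody pairs after lysis and 6 hr at 25C. Cells were ATM-null patient fibroblasts ([…], hTERT), dosed 60 min, then exposed to the DSB inducer NCS for 30 min.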
# hERG WT inh = inhibitors of human wildtype KCNH2 potassium channel | Q12809 | U2OS, BacMam KCNH2, thallium flux FluxOr; stronger effect = lower value | activity change, % at 1.84 µM | 0.37% of 340,000 active | AID 720551;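 active = maximum activity change below -70%; inconclusive = maximum activity change between -70% and -50%; inactive = maximum activity change above -50%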; note: % is set by controls: 0 for no effect and ±100 for the full control effect
#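 U2OS cells were transduced with wild-type KCNH2 virus (2.03 x 10^8 / mL) for 4 h at room temperature, then cultured overnight at 37 C. Thallium flux was read with FluxOr dye. Rate constants were normalized to DMSO controls.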
# S-ASM inh = blocks human secretory acid sphingomyelinase. P17405. placental ASM, HMU-PC fluorogenic substrate, 60 min. Potency, µM (series often up to 57.5 µM), inactives show top-dose activity change, negative = inhibition, usual class: inhibitors. 0.006% of 340,000 active. AID 504937; note: potency is the fitted concentration of half-maximal effect
# Target sequence (P17405 47-631 limits assumed): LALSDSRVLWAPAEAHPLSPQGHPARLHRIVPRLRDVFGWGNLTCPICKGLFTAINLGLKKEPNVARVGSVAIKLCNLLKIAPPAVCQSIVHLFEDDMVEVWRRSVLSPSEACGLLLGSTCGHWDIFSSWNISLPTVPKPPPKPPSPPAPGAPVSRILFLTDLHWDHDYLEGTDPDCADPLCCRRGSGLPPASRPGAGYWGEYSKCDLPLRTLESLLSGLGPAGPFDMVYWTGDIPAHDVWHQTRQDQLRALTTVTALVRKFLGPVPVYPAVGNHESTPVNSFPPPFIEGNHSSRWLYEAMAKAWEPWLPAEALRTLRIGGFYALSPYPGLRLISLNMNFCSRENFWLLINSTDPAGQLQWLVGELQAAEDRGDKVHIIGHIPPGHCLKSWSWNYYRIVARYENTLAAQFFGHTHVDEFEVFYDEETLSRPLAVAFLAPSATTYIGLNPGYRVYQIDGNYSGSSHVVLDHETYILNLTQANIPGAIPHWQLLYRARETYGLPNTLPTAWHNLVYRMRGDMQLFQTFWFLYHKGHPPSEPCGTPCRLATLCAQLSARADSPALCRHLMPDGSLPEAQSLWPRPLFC
#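 Fluorogenic HMU-PC substrate (9 uM final) is turned over by placental ASM in 60 min at 37 C after a 10 min compound preincubation. Reaction ended by alkaline stop (pH 10), with fluorescence read at 386/447 nm.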
# Integrin act MD = integrin-mediated muscular dystrophy alleviation activation; alpha7betagal myoblasts, beta-gal FDG fluorescence, 48 h; Potency, µM (top dose mostly 38.3 µM), without a hit: top-dose activation, actives largely listed as activators; 0.064% of 350,000 active; AID 624291;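 note: potency is the fitted concentration of half-maximal effect; 100% = response of the positive control SU9516; nearly all actives have a fitted effect of over 60% in size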
#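 Alpha7betagal+/- myoblasts (passage 13) were plated 16-24 hr, then exposed to compounds (1:260 dilution of DMSO stock) for 48 hours at 37C. After MPER lysis, β-galactosidase reporter activity was read as FDG fluorescence (ex 480/em 540) after 30 minutes.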
# * hit, by the source's call; i = inactive; ? = inconclusive; . = no result given; [ ] = dose if it differs, or a comment. Unless noted, calls come from the whole dose curve; as a rule, active = well fitted curve in the direction sought with a large enough effect; inconclusive = small, poorly fitted or top-dose-only effect, or another doubt; inactive = no such curve, though single readings can be large; an effect the other way counts as inactive or inconclusive.
# Each structure is followed by: KCNH2 3.1 block	GALK inh	FBPA coupling cs	TRPV1 agonist	MBNL1 CUG block	MLL CXXC-DNA inh	A-T KAP1 phos	hERG WT inh	S-ASM inh	Integrin act MD
OC1CCCCC1
  4	.	.	2	.	.	-1%	4	2%	.
CCOC(=O)Nc1ccc(S(=O)(=O)N2CCOCC2)cc1
  1	0%	3	-4	-3%	-2%	1%	-4	2%	0%
NS(=O)(=O)c1ccc(Nc2nc(-c3ccc(O)cc3O)cs2)cc1
  -15	-2%	-8	-1	?	31%[activator]	1%	-3	-13%	-7%
CCOc1ccccc1NC(=O)N1CCCC(c2nc(-c3ccc(C)o3)no2)C1 (stereo not given)
  8	8%	4	2	?	3%	1%	13	0%	-12%
CC(C)c1ccc(NS(=O)(=O)c2ccc3c(c2)oc(=O)n3C)cc1
  16	4%	1	8	-1%	2%	3%	-3	-5%	-23%
COc1ccc(C(=O)C(C)C(C)=O)c(OCc2ccccc2)c1OC (stereo not given)
  -4	.	.	.	.	.	.	-1	0%	16%
COc1ccc(C(=O)CSc2cc(C)[nH]c(=O)n2)cc1
  8	-2%	0	-2	?	55%[activator]	-4%	.	-21%	5%
COc1ccc(CN(C)C(=O)CNC(=O)c2cccs2)c(OC)c1
  17	.	.	5	.	.	9%	-2	3%	-13%
Cc1ccc(OCC(=O)N2CC(C)CC(C)C2)c([N+](=O)[O-])n1 (stereo not given)
  14	.	.	.	.	.	-1%	-6	-2%	17%
OCC1(Cc2ccccc2)CCCN(Cc2cnn(-c3ccccc3)c2)C1 (stereo not given)
  -40	4%	3	5	-3%	0%	5%	32	-2%	-31%
O=[N+]([O-])c1cccc(/C=N/Nc2nccnc2Cl)c1
  -4	1%	4	0	?	6%	0%	9	-3%	-19%
CCc1ccc(-c2nn(-c3ccccc3)cc2CSC(=N)N)cc1
  -32	1%	3	-1	.	4%	1%	6	-17%	-55%[inhibitor]
COc1ccccc1-c1nnc2n1N=C(c1ccc(O)c(O)c1)CS2
  7	-7%	-2	-1	12%	-2%	0%	4	-8%	-18%
CC1CCCCN1CC(=O)NC(=O)NCc1ccccc1 (stereo not given)
  -3	1%	1	-1	.	8%	4%	-5	-1%	-6%
O=C(CNc1cccc(C(F)(F)F)c1)N/N=C/c1ccccc1C(=O)O
  6	-1%	5	6	.	6%	-6%	5	5%	-36%[inhibitor]
CN(C)c1ccc(S(=O)(=O)N2CCCCC2)cc1NC(=O)C1=COCCO1
  -3	6%	.	9	-1%	5%	2%	0	-1%	-30%[inhibitor]
CCC(=O)Nc1cc(=O)[nH]c2ncnn12
  -1	0%	1	1	-4%	10%	0%	-2	0%	1%
Cc1noc(C)c1C(=O)OCC(=O)NC(c1ccccc1)c1ccccc1
  5	.	-1	-1	9%	14%	7%	3	-2%	21%
CCc1ccc(OC(=O)c2cccnc2)cc1
  -9	.	-2	10	-8%	15%	0%	-1	-1%	7%
CC1=C(C(=O)OCc2cc(C)on2)N2C(=O)[C@@H](NC(=O)OCc3cc(C)on3)[C@H]2SC1
  -4	.	.	-1	.	.	5%	-13	-1%	-4%
COc1cc(S(=O)(=O)N2CCCCC2)ccc1NC(=O)Cc1ccccc1
  -8	1%	4	2	3%	15%	2%	9	-1%	-23%[7.66 µM]
Cc1nnc(NC(=O)CSc2nnc(NC(=O)C(C)(C)C)s2)s1
  24	0%	2	0	2%	5%	4%	.	0%	9%
O=C(Nc1cc(Cl)ccc1N1CCOCC1)c1cc2ccccc2o1
  -4	2%	-3	10	6%	16%	7%	0	-2%	17%
COc1cccc2c1Oc1ncccc1N(C(=O)CCC(=O)NCc1ccccc1F)C2
  0	-3%	.	-2	1%	5%	7%	-5	4%	25%
CSc1ccccc1C(=O)N1CCC(CCC(=O)NCc2ccc(F)cc2)CC1
  .	6%	.	18	-10%	6%	14%	13	4%	-4%
COc1ccc(N(CC(=O)NCc2ccc(Cl)cc2)S(=O)(=O)c2ccccc2[N+](=O)[O-])c(OC)c1
  17	-2%	0	-7	-7%	5%	-3%	31	-1%	-18%
O=C(C[C@@H]1C/C=C\CC[C@@H](Cc2ccc(F)cc2)C(=O)OC[C@@H](Cc2ccccc2)NC1=O)NCCO
  0	.	.	.	.	.	2%	-19	-3%	-5%
Cc1cccc(Nc2nnc(SCC(=O)Nc3ccccc3[N+](=O)[O-])s2)c1
  -7	-2%	-4	2	35%[activator]	4%	-3%	15	-15%	-17%
O=C(c1cccc(S(=O)(=O)N2CCCCC2)c1)N1CCN(S(=O)(=O)c2ccc(F)cc2)CC1
  .	2%	1	5	5%	5%	.	-4	0%	2%
CC(=O)Nc1cccc(NC(=O)CSc2nc3c(=O)n(C)c(=O)n(C)c3n2C)c1
  -4	.	.	0	.	.	-1%	6	.	3%
Cc1sc2nc(SCC(=O)Nc3cccc(C(=O)O)c3)[nH]c(=O)c2c1C
  13	.	.	0	.	.	-1%	12	7%	5%
CCOC(=O)Cc1csc(NC(=O)COc2cccc(C)c2)n1
  3	2%	2	17	-3%	1%	-2%	.	5%	?
CSc1ccccc1C(=O)Nc1ccc(C)c(C)c1
  -10	2%	-2	19	3%	1%	-4%	-4	-1%	11%
O=C(Nc1ccc(O)c(-c2nc3ccccc3s2)c1)C1=COCCO1
  -19	2%	0	?	?	?	29%	2	168%[activator]	9%
Cn1c(=O)c2c(nc(Oc3ccccc3Br)n2C)n(C)c1=O
  2	0%	1	1	0%	6%	4%	-10	0%	25%
COc1ccccc1-n1cc(C(=O)NCC(=O)N2CCN(Cc3ccccc3)CC2)c2ccccc2c1=O
  1	8%	0	-1	.	3%	-2%	-2	1%	8%
c1ccc(OCCN2CCN(Cc3nc(-c4ccc5c(c4)OCO5)no3)CC2)cc1
  -3	1%	1	2	2%	-4%	2%	31	-1%	0%
CCCC(C(=O)O)n1c(O)c(C=C2N=c3ccccc3=N2)sc1=S (stereo not given)
  -11	-4%	2	0	52%[activator]	-3%	-16%	-9	-1%	?
CCOC(=O)CNC(=O)CSc1nc2cccnc2n1C1CCCCC1
  10	-1%	-1	3	6%	3%	-1%	-9	0%	-5%
CCOc1ccc(/C(C)=N/NC(=O)c2nnn(-c3nonc3N)c2-c2cccs2)cc1
  -3	2%	-2	7	-2%	-3%	15%	-5	120%[activator]	5%
Cc1cccc(C2Nc3ccccc3C(=O)N2CCc2ccccc2)n1 (stereo not given)
  1	-1%	1	26	3%	8%	0%	-25	94%[activator]	14%
Cc1ncc([N+](=O)[O-])n1CC(=O)NC1CCCC1
  12	0%	0	-1	16%	1%	-4%	-9	2%	-15%
COc1ccc(CCN=C(N)NS(=O)(=O)c2ccc(C)c(C)c2)cc1
  -3	-2%	4	-3	-4%	12%	0%	i	-3%	19%
CCc1ccc(N2CCN(S(=O)(=O)CC34CCC(CC3=O)C4(C)C)CC2)cc1 (stereo not given)
  16	-4%	1	1	0%	14%	-3%	17	-2%	16%
CCOc1ccc(C(C)=O)cc1COC(=O)c1cnc(Cl)c(Cl)c1
  2	-3%	-1	2	?	14%	-18%	-5	-6%	17%
O=C(O)CCCNC(=O)OCc1ccccc1
  -5	0%	-2	1	-14%	0%	-2%	-6	0%	37%
COc1ccc(-n2c(O)c(/C=N/NS(=O)(=O)c3cccc([N+](=O)[O-])c3)c3ccccc3c2=O)cc1OC
  1	-1%	-5	-4	?	?	-6%	i	i	-15%
C/C(=N\NC(=O)c1sccc1C)c1ccncc1
  -10	-4%	.	14	6%	1%	3%	-5	0%	?
CCCC(=O)Nc1nnc(SCC)s1
  25	0%	-1	17	.	2%	.	-3	-2%	?
Cc1ccc(NC(=O)COC(=O)CN2C(=O)NC3(CCCC3)C2=O)cc1S(=O)(=O)N(C)C
  11	8%	2	6	0%	6%	-6%	-15	2%	-34%
CC1(NC(=O)Cc2c(F)cccc2Cl)CCS(=O)(=O)C1 (stereo not given)
  0	.	.	.	.	.	6%	-13	7%	-34%
CC(C)(C)NC(=O)C[C@H]1C[C@H](C(=O)N2CCCCC2)[C@@]2(C)c3[nH]c4ccc(Cl)cc4c3CCN2C1=O
  -10	.	.	.	.	.	3%	3	-3%	0%
Brc1nnc2n1-c1ccccc1Sc1ccccc1-2
  17	0%	2	1	0%	-19%	.	1	1%	2%
O=C(CSCCO)Nc1cccc([N+](=O)[O-])c1
  1	0%	2	-6	.	2%	-1%	8	2%	-9%
C=CCn1c(NC(C)c2cc(Cl)ccc2O)nc2ccccc21 (stereo not given)
  ?	3%	-7	.	-4%	-5%	-6%	-17	-1%	-7%
O=C(NNC1CC(=O)N(c2ccc(Br)cc2)C1=O)c1ccccn1 (stereo not given)
  .	0%	0	0	-7%	-2%	2%	-1	2%	-24%
